TCR activator – activates T cell receptor signaling | primary human leukocytes, anti-CD3, IL-2 HTRF, 48 h | 330,000 tested, under 10 active | Potency, µM (highest dose often 9.22 µM), for the others: at the highest dose activation of IL-2 secretion, most hits filed as activators; also: % of control where 0% means no effect
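TCR engagement came from a-CD3 beads alone, with compounds added to primary human leukocytes for 48 hr. Secreted IL-2 bridged europium cryptate- and d2-labelled anti-IL-2 antibodies, giving FRET emission at 665nm after 320nm excitation.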
CXXC DNA block – MLL CXXC-DNA interaction inhibition; Q03164; MLL-CXXC / FITC-HOXA9 DNA fluorescence polarization; Potency, µM (series often up to 115 µM), for inactives: top-dose activity change, negative = inhibition, most hits filed as inhibitors; hit rate 0.037% among 290,000; AID 2662; active = well fitted inhibition curve with a large enough effect in the polarisation, with a control signal flat, not every such curve was filed as active; inconclusive = small, poorly fitted or top-dose-only effect, or effect the other way, or a change in a side signal; inactive = no such curve, though single readings can be large or run the other way; the % refers to the polarisation; also: potency is read from the fitted curve at half-maximal effect
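Purified MLL-CXXC (added from a 7 uM solution) was preincubated 5 min at ambient with pinned compounds in 50 mM Tris-HCl pH 7.5, 50 mM NaCl, 1 mM DTT, 0.05% BSA. Fluorescein-labeled HOX-A9 DNA (50 nM solution) followed, 30 min, then polarization read.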
hERG WT inh – blocks the wildtype human KCNH2 potassium channel; activity change, % at 1.84 µM; hit rate 0.37% among 340,000; U2OS, BacMam KCNH2, thallium flux FluxOr; active compounds read low; Q12809; AID 720551;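 active = maximum activity change below -70%; inconclusive = maximum activity change between -70% and -50%; inactive = maximum activity change above -50%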; also: % is scaled to controls: 0 for no effect and ±100 for the full control effect
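U2OS cells transduced with wild-type KCNH2 virus are loaded with FluxOr dye for 45 min, and thallium flux is measured in kinetic reads before and after stimulation buffer. Rate constants are normalized to DMSO controls.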
Tb PFK block – T. brucei PFK enzyme inhibition; T. brucei PFK, ADP-Glo luminescence; hit rate 0.17% among 330,000; O15648; AID 485367; Potency, µM (highest dose often 57.5 µM), for inactives: top-dose activity, negative = inhibition, most hits filed as inhibitors;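 also: potency is read from the fitted curve at half-maximal effect; 0% = uninhibited 1x PFK enzyme wells and -100% = no-enzyme wells; nearly all actives have a fitted effect of over 60% in size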
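In TEA buffer at pH 8.0 with 5 mM MgCl2, enzyme (1.25 nM) converted F6P (0.5 mM) and ATP (0.1 mM) for 45 min at room temperature. ADP product was read by luciferase luminescence.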
TSHR antagonist – antagonists of human thyroid stimulating hormone receptor; TSHR-expressing cells, TSH-stimulated cAMP HTRF, 2 h; active compounds read low; AID 504810; activity change, negative = inhibition, % at 11.5 µM; P16473; hit rate 0.2% among 330,000;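 active = activity change below a set negative limit, meaning inhibition stronger than a set level, cut at about -70% in these data; inconclusive = activity change between two set negative limits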; also: % is scaled to controls: 0 for no effect and ±100 for the full control effect
Target sequence (P16473 whole entry, looked up): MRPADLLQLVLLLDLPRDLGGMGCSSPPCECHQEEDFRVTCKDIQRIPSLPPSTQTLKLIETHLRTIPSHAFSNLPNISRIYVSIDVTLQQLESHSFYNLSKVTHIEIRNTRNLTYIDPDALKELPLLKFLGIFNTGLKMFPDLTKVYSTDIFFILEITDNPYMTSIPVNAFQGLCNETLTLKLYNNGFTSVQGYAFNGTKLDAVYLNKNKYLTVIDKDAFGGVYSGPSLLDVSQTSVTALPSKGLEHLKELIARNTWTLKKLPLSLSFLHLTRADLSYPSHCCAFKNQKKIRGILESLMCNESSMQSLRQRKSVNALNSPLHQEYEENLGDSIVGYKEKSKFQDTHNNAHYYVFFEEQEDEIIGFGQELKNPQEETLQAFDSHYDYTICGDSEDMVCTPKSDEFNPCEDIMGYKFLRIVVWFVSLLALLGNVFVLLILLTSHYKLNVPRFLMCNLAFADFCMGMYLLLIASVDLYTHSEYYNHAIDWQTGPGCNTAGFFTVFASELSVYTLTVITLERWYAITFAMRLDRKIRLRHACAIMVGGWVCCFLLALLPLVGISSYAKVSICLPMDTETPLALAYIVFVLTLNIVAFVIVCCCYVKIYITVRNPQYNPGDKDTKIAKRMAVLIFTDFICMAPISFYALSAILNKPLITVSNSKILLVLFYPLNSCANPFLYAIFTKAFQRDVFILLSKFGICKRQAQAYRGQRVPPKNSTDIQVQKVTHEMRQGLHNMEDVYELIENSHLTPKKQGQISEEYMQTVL
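Freshly harvested TSHR cells receive pin-tooled compound, then EC80 TSH at 4nM final. After 2 hours at 37 deg C, antibody in lysis buffer and cAMP-d2 are added; 30 minutes at ambient temperature precede the HTRF read.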
A-T KAP1 phos – potential ataxia-telangiectasia treatment | Potency, µM (highest dose often 57.5 µM), for inactives: top-dose activation, most hits filed as activators | AID 485349 | […] A-T fibroblasts, KAP-1 phosphorylation AlphaLISA; neocarzinostatin DNA damage 30 min before lysis | hit rate 0.19% among 320,000; also: potency is read from the fitted curve at half-maximal effect; % of control where 0% means no effect; nearly all actives have a fitted effect of over 45% in size
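hTERT-immortalized A-T patient fibroblasts ([…]), 500 cells/well in OPTI-MEM, 1% FBS, got compounds for 60 min, then NCS for 30 min at 37C. Lysates were then assayed for phospho-KAP-1 by AlphaLISA (anti-pKAP1 donor, anti-KAP1 acceptor beads), 6 hr at 25C.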
Giardia killer – kills Giardia lamblia | activity change, % at 7.66 µM, hits read low | AID 540267 | hit rate 0.15% among 340,000 | Giardia lamblia trophozoite viability; in the data active = activity change below about -80%; inconclusive = between about -30% and that limit;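 also: parasites exposed to compound for two days anaerobically before the ATP read; % is scaled to controls: 0 for no effect and ±100 for the full control effect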
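Each well holds 100 Giardia trophozoites and compound. After two days (48 hrs) at 37 deg C in anaerobic conditions, ATP is quantified by luminescence.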
FBPA coupling cs – coupling enzyme interference in Giardia aldolase counter-screen; activity change, negative = inhibition, % at 58.2 µM, hits read low; hit rate 0.67% among 290,000; AID 2472; coupling enzyme system counterscreen, AmpLite Red fluorescence; in the data active = activity change below about -30%; also: % is scaled to controls: 0 for no effect and ±100 for the full control effect
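Counterscreen lacking aldolase: glyceraldehyde-3-phosphate coupling-enzyme reagent preincubated 10 min at RT with compound (at 57.5 uM final), then substrate/coupling system with AmpLite Red added; fluorescence read at 525/598 nm after 20 min RT.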
GALK inh – blocks human galactokinase activity. Purified GALK, Kinase-Glo residual ATP luminescence. hit rate 0.007% among 270,000. P51570. Potency, µM (highest dose often 57.5 µM), inactives show at the top dose activity change, negative = inhibition, usual class: inhibitors; also: potency is read from the fitted curve at half-maximal effect; % is scaled to controls: 0 for no effect and ±100 for the full control effect
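Kinase-Glo Plus luminescence measured ATP left after a 1 h room-temperature reaction. The reaction used 5 nM GALK, 100 uM galactose and 35 uM ATP at pH 8.0 (20 mM HEPES, 5 mM MgCl2, 60 mM NaCl, 1 mM DTT, 0.01% BSA).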
BCR signal inh – inhibitors of chronic active B-cell receptor signaling; AID 493014; Potency, µM (titrated, usually from 46.1 µM), for the others: at the highest dose ratio change, negative = lower green/red ratio, usual class: inhibitors; hit rate 0.05% among 340,000; ABC-DLBCL IkBa-CBG/CBR reporter, luminescence ratio, 4 h; active = well fitted inhibition curve with a large enough effect in the signal ratio, with a control signal flat, not every such curve was filed as active; inconclusive = small, poorly fitted or top-dose-only effect, or effect the other way, or a change in a side signal; the % refers to the signal ratio;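 also: potency is read from the fitted curve at half-maximal effect; plate controls were basal doxycycline-induced cells for no effect and cells given 10 µM MG132 for full effect; MG132 reads +100%, hits lower the ratio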
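TMD8 human ABC-DLBCL cells with doxycycline-inducible IκBα–green luciferase fusion and unfused red luciferase, in 0.5% FBS medium; compounds up to 46 uM, 4 h at 37C. Green/red luminescence ratio, filter-overlap corrected, fitted to concentration-response curves.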
Starred values were filed as active, the others as inactive; ? = inconclusive; · = no result given; [ ] = remark or other dose. Unless noted, calls follow the shape of the dose curve; as a rule, active = well fitted curve in the direction sought with a large enough effect; inconclusive = small, poorly fitted or top-dose-only effect, or another doubt; inactive = no such curve, though single readings can be large; an effect the other way counts as inactive or inconclusive.

Order of values: TCR activator, CXXC DNA block, Tb PFK block, Giardia killer, FBPA coupling cs, GALK inh, BCR signal inh, hERG WT inh, A-T KAP1 phos, TSHR antagonist
- COc1ccc(CCn2cnc(=O)c(C#N)c2C)cc1OC
 : -4%, 13%, -1%, 10, -1, 0%, -19%, 4, -1%, -4
- CCOC(=O)c1c(S(=O)(=O)NCC(=O)NCc2ccccc2Cl)c(C)n(C)c1C
 : 3%, 11%, -13%, 19, 1, 1%, ?, 1, -10%, 15
- CC(=O)C1=C(C)NC(C)=C(C(C)=O)C1c1ccccc1
 : 1%, 0%, 17%, 19, 2, 0%, 2%, -3, -3%, -4
- CCNS(=O)(=O)c1ccc(CCC(=O)NCc2ccc(C)cc2)cc1
 : 5%, -3%, -3%, 2, 1, -1%, -12%, -5, -1%, -12
- COc1ccccc1OCC(O)Cn1c(=N)n(CCN2CCCCC2)c2ccccc21 (configuration not stated)
 : -6%, 12%, -7%, 9, 0, -4%, ?, 42, -14%, 3
- Fc1ccc(/C=C\c2nccc3c2[nH]c2ccccc23)cc1
 : 4%, 25%, -1%, -20, -6, 5%, ?, 3, 9%, -22
- Cn1cc([N+](=O)[O-])c(C(=O)NC2CCCC2)n1
 : 6%, -4%, 11%, -9, 2, -3%, 2%, 11, 13%, 23
- O=C(N/N=C/c1cccc(OC(=O)N2CCOCC2)c1)c1cccs1
 : 2%[46.1 µM], 2%, 8%, 0, -2, -1%, -16%, 5, -3%, 10
- CSc1ccccc1-n1nnnc1SCC(=O)Nc1ccccc1C
 : 3%, -11%, 0%, 2, -1, -2%, ?, -9, 3%, -1
- C=CCN(CC=C)C(=O)C1CCN(S(=O)(=O)c2ccc(-n3cnnn3)cc2)CC1
 : -4%, 31%[activator], 3%, 4, -1, 1%, 1%, -5, 1%, -15
- COCCCn1c(=O)c2sccc2n2c(CCCC(=O)N3CCN(c4ccccn4)CC3)nnc12
 : 9%, 2%, 3%, 11, ·, -1%, 0%, 11, -16%, -12
- CN1CCCN(Cc2nc(-c3ccc(Cl)cc3)no2)CC1
 : 2%, 3%, 1%, -14, 4, 0%, 8%, 5, 9%, 0
- COCCn1ccc2c(OCC(=O)NCCc3ccccc3)cccc2c1=O
 : 6%, ·, 0%, 2, ·, ·, -15%, 8, 4%, 4
- O=C1CCCc2nn(-c3ccccc3)nc21
 : 5%[46.1 µM], 0%, 11%, 19, 2, -1%, ?, -3, -4%, -17
- COc1cccc(-c2c(C#N)c(SC)nc3cc(C)nn23)c1
 : -8%, -6%, -4%, 2, 0, -2%, 11%, 2, 6%, 7
- CCOC(=O)C(CCCOc1ccc(C)cc1)C(=O)OCC
 : -4%, -9%, 1%, 3, 1, -7%, ?, 5, -8%, -22
- CCOC(=O)c1ccc(NC(=O)c2nc[nH]c2C(=O)NCCCNC(=O)c2[nH]cnc2C(=O)Nc2ccc(C(=O)OCC)cc2)cc1
 : 2%, ·, 2%, 17, ·, ·, -10%, ·, -1%, -20
- O=C(NCCC(=O)N1CCN(C(=O)c2ccco2)CC1)c1ccccc1Cl
 : -7%[46.1 µM], ·, -4%, -1, ·, ·, 5%, -8, 10%, -6
- CCOC(=O)c1cc(C(=O)Nc2ccc(S(=O)(=O)Nc3ccc(OC)cc3)cc2)nn1C
 : ·, 5%, 0%, ·, 1, -3%, -1%, ·, 15%, 14
- C=C(C)C(=O)N1CC2(CC(c3cccc(NC(=O)CCCCC)c3)=NO2)C[C@H]1C(N)=O (some centres not stated)
 : 3%, -4%, 0%, -11, 3, -2%, ?, -1, 0%, 3
- COc1cc(C(c2c(O)cc(C)[nH]c2=O)c2c(O)cc(C)[nH]c2=O)ccc1O
 : -1%, 11%, 14%, -20, 0, 0%, -1%, 6, -5%, 19
- COc1ccc(/C=C\C(=O)O[C@@H]2C(O)C(O[C@@H]3OC(C)[C@H](O[C@@H]4OCC(O[C@H]5O[C@H](CO)[C@@H](O)C(O)C5O)C(O)C4O)C(O)C3O)[C@H](OC(=O)[C@]34CCC(C)(C)C[C@@H]3C3=CCC5[C@@]6(C)CC(O)C(O[C@@H]7OC(CO)C(O)[C@H](O)[C@H]7O)[C@@](C)(C(=O)O)C6CC[C@@]5(C)[C@]3(CO)CC4)O[C@H]2C)cc1 (some centres not stated)
 : 8%, ·, -17%, -6, ·, ·, ?, ·, ?, ?
- CCOC(CCNC(=O)c1cc(-c2cccs2)nc2ccccc12)OCC
 : 4%, 12%, 1%, 9, 1, -2%, ?, -8, 3%, -7
- CCOC(=O)c1ccc(-n2c(CN3CCN(CC)CC3)nc3ccc([N+](=O)[O-])cc3c2=O)cc1
 : 0%, -3%, -15%, -11, 0, 8%, 0%, 0, 0%, -12
- O=C1CSC(=S)N1/N=C/c1c(F)cccc1F
 : -6%, 14%, 0%, 7, -1, -6%, 1%, -12, 2%, -12
- COc1cccc(OCc2nnc3n2N=C(c2ccccc2)C(CC(=O)O)S3)c1 (configuration not stated)
 : -1%, -2%, -8%, 10, 11, 1%, 7%, -6, 0%, 0
- CCCS(=O)(=O)N1CCCC(C(=O)Oc2ccc(Cl)cc2)C1 (configuration not stated)
 : 5%, 0%, -1%, 19, -2, 3%, 1%, 13, 1%, 16
- Cc1cc(S(=O)(=O)N2CCOCC2)ccc1OCC(=O)Nc1ccc(F)cc1F
 : 5%, 0%, 3%, -22, 1, -1%, -14%, 8, 3%, 16
- COCCNC(=O)CCCn1c(=O)c2ccccc2n(CC(=O)NCCC2=CCCCC2)c1=O
 : -54%, -5%, 10%, -18, 2, -3%, 0%, -1, 0%, 5
- O=C(CSc1nc2ccccc2o1)Nc1ccccc1N1CCCCCC1
 : 9%, -8%, -1%, -1, ·, -5%, 9%, 2, 3%, -38
- COc1ccccc1N1CCN(CCC(=O)Nc2ccc(F)cc2)CC1
 : 0%, 2%, 0%, -6, 1, ·, 8%, -2, 18%, 7
- CSc1nc(C)cc(OCCO)n1
 : -8%, 32%[activator], 2%, 9, 1, -1%, ?, 4, 4%, 19
- Cc1noc(C)c1S(=O)(=O)N(CC(=O)NCc1ccccc1)c1ccc(C(C)C)cc1
 : -1%, 31%[activator], -5%, 35[activator], ·, -4%, -1%, -15, -8%, -13
- CCN(c1cccc(C)c1)S(=O)(=O)c1ccc2c3c(cccc13)C(=O)N2
 : -1%[46.1 µM], 3%, 1%, 1, -3, -2%, ?, 0, ·, -4
- CCNC(=O)C1Cc2cc(S(=O)(=O)N3CCCC3)ccc2N1C(C)=O (configuration not stated)
 : -6%, 0%, 9%, -4, 3, -1%, 0%, -3, 7%, 2
- O=C(CN1CCN(c2ccc(F)cc2)CC1)N1CCC(Cc2ccccc2)CC1
 : -1%, 6%, -2%, -13, 0, 1%, 4%, 43, -1%, -2
- CCn1c(SCC(=O)NCc2ccco2)nnc1-c1ccncc1
 : ·, 19%, -17%, ·, 2, 0%, 8%, ·, -3%, -9
- CC(C(=O)NC1CCCCC1)N(Cc1ccc(F)cc1)C(=O)c1snc(C(N)=O)c1N (configuration not stated)
 : 3%, 0%, 5%, 6, 0, 2%, -1%, 16, 1%, -2
- c1ccc2c(c1)OCCOCCOCCOCCOc1ccccc1OCCOCCOCCO2
 : -3%[46.1 µM], -2%, 0%, 1, 5, 0%, 0%, 2, 6%, 4
- O=C(NCCN1CCOCC1)c1ccc2c(c1)N(Cc1cccc(F)c1)C(=O)c1ccccc1S2
 : 10%, -1%, 0%, 17, 0, -2%, -15%, 14, -1%, -14

In the list so far, these have fluorine:
Order of values: TCR activator, CXXC DNA block, Tb PFK block, Giardia killer, FBPA coupling cs, GALK inh, BCR signal inh, hERG WT inh, A-T KAP1 phos, TSHR antagonist
- Fc1ccc(/C=C\c2nccc3c2[nH]c2ccccc23)cc1
 : 4%, 25%, -1%, -20, -6, 5%, ?, 3, 9%, -22
- O=C1CSC(=S)N1/N=C/c1c(F)cccc1F
 : -6%, 14%, 0%, 7, -1, -6%, 1%, -12, 2%, -12
- Cc1cc(S(=O)(=O)N2CCOCC2)ccc1OCC(=O)Nc1ccc(F)cc1F
 : 5%, 0%, 3%, -22, 1, -1%, -14%, 8, 3%, 16
- COc1ccccc1N1CCN(CCC(=O)Nc2ccc(F)cc2)CC1
 : 0%, 2%, 0%, -6, 1, ·, 8%, -2, 18%, 7
- O=C(CN1CCN(c2ccc(F)cc2)CC1)N1CCC(Cc2ccccc2)CC1
 : -1%, 6%, -2%, -13, 0, 1%, 4%, 43, -1%, -2
- CC(C(=O)NC1CCCCC1)N(Cc1ccc(F)cc1)C(=O)c1snc(C(N)=O)c1N (configuration not stated)
 : 3%, 0%, 5%, 6, 0, 2%, -1%, 16, 1%, -2
- O=C(NCCN1CCOCC1)c1ccc2c(c1)N(Cc1cccc(F)c1)C(=O)c1ccccc1S2
 : 10%, -1%, 0%, 17, 0, -2%, -15%, 14, -1%, -14
